OPRM1-OPRD1 inv = inverse agonists of human mu-delta opioid receptor heterodimerization. cell-based MOR-DOR heterodimer luminescence, inverse agonism. P35372+P41143. inhibition, % at 9.3 µM. actives 0.21% (n = 340,000); in the data active means inhibition above about 22%, passing the limit was not always enough;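 further: 0% = cells with DMSO and 100% = wells without cells with DMSO; values of inactives mirror those of a sister screen read the other way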
Target sequence (P35372 whole entry, looked up): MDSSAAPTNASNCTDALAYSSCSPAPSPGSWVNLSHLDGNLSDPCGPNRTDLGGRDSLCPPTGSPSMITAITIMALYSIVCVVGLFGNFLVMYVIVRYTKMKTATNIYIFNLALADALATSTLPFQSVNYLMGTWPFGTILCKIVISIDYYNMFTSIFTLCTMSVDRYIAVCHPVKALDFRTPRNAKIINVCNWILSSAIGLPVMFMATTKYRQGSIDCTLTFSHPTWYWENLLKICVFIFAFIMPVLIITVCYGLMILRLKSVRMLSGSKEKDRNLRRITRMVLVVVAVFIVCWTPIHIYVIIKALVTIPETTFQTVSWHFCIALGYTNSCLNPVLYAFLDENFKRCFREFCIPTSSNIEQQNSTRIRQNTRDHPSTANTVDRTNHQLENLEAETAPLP
Target sequence (P41143 whole entry, looked up): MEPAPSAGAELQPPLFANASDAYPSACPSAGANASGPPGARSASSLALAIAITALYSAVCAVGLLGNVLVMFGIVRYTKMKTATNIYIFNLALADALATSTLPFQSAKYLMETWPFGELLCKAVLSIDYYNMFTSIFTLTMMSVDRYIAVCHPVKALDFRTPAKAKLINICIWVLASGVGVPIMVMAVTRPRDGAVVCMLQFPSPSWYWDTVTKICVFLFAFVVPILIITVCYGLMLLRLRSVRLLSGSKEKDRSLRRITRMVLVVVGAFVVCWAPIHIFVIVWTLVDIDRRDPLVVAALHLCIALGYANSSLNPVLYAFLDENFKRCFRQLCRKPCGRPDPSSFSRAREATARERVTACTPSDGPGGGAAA
Keap1-Nrf2 PPI = Keap1-Nrf2 (human) interaction inhibition; inhibition, % at 9.4 µM; actives 0.15% (n = 340,000); Keap1 Kelch-Nrf2 peptide fluorescence polarization, 1536-well; Q14145; in the data active means inhibition above about 12%;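 further: human Keap1 Kelch domain with fluorescein labeled Nrf2 9mer peptide probe; 0% = neutral control wells and 100% = peptide positive control; higher means more block of Keap1 binding to Nrf2 peptide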
RTF Ca sens inh = cardiac RTF calcium desensitization. IANBD-labeled cardiac RTF, Ca2+ fluorescence. inhibition, % at 7.15 µM. actives 0.12% (n = 340,000). AID 493244;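 active means inhibition above the mean inhibition of all tested compounds plus 3 SD, cut at about 17% in these data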;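 further: assay run at fixed EC70 calcium of 1.6 mM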
cardiac RTF act = increases calcium sensitivity of human cardiac regulated thin filaments; P19429+P45379; IANBD-labeled TnC RTF fluorescence at EC20 calcium; 0% EC20 calcium, 100% full calcium; activation, % at 7.2 µM; actives 0.24% (n = 340,000);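 active means activation above the mean over all tested compounds plus 3 SD, cut at about 30% in these data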;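 further: rise in fluorescence read as greater calcium sensitivity of cardiac thin filaments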
OPRM1-OPRD1 ag = OPRM1-OPRD1 heterodimerization agonism; actives 0.3% (n = 340,000); P35372+P41143; activation, % at 9.3 µM; cells, luminescence; in the data active means activation above about 18%;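 further: 0% = vehicle-treated cells and 100% = reference agonist; values of inactives mirror those of a sister screen read the other way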
HTR5A inv ag = inverse agonist of human HTR5A in OPRM1-OPRD1 counter-screen; actives 0.083% (n = 340,000); inhibition, % at 9.3 µM; HTR5A cell line, luminescence, inverse agonism; P47898; in the data active means inhibition mostly above about 23%, no sharp cut-off; inactive means mostly below about 18%;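 further: 0% = cells with DMSO and 100% = no-cell wells with DMSO; some compounds called inactive have numbers as strong as hits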
V-ATPase pHluor = alters yeast V-ATPase proton transport | S. cerevisiae, pHLuorin cytosolic pH fluorescence | response, % at 10 µM | actives 0.37% (n = 350,000) | AID 504577; in the data active means response mostly above about 7.3%, no sharp cut-off; inactive means mostly below about 5.4%; further: actives read high; inactives centre near 0; some compounds called inactive have numbers as strong as hits; reference of the scale not given here
HTR5A ag ctr = HTR5A agonism, opioid heterodimer counter-screen. HTR5A agonist assay, luminescence, cell-based. P47898. activation, % at 9.3 µM. actives 0.61% (n = 340,000); in the data active means activation mostly above about 9.5%, no sharp cut-off; inactive means mostly below about 7.6%;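 further: 0% = cells with vehicle only and 100% = reference agonist; strong numbers were not always called active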
LANA DNA inh = inhibitors of KSHV LANA C-terminal domain DNA binding | MBP-C-LANA/FAM-LBS DNA binding, fluorescence polarization | inhibition, % at 9 µM | actives 0.078% (n = 340,000);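 active means highest replicate inhibition at or above 60% at 9 µM, even if other replicates fall short; inactive means all replicates below 60% inhibition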;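 further: 0% = neutral control wells and 100% = 4 µM acridine orange control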
CAL PDZ FP = CAL PDZ (human) peptide binding inhibition; Q9HD26; purified CAL PDZ, TMR-peptide fluorescence polarization, 1 h; inhibition, % at 24.9 µM; actives 0.92% (n = 300,000); AID 602252;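 active means mean inhibition of at least 30% with at least half of replicates also reaching 30%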;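 further: 0% = DMSO neutral control and 100% = excess unlabeled competitor peptide PRC23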
The depositor's hits bear a star; / = not tested or not shown.

cpd | smiles | OPRM1-OPRD1 inv | Keap1-Nrf2 PPI | RTF Ca sens inh | cardiac RTF act | OPRM1-OPRD1 ag | HTR5A inv ag | V-ATPase pHluor | HTR5A ag ctr | LANA DNA inh | CAL PDZ FP
1 | COc1cccc(-n2cc(CNCc3cn(C)nc3-c3ccccc3F)cn2)c1 | -27 | -5 | -6 | 2 | 5.5 | 1 | 14* | 0 | -2.6 | 28
2 | Cc1ccccc1Nc1nc(N)nc(COC(=O)c2ccc(S(=O)(=O)N(C)C)cc2)n1 | 10 | 0 | -5 | -5 | -1.6 | 24 | -3 | -9 | 0.8 | -1
3 | CCC(=O)N=c1sc2cc(F)cc(F)c2n1C | -1 | 0 | -8 | 0 | 0.1 | -31 | 1 | 0 | 4.6 | -2
4 | N/C(=N\OC(=O)/C=C/c1ccccc1)c1cccnc1 | -10 | 4 | 2 | 1 | 1.3 | 12 | 0 | -3 | 0.3 | 5
5 | COc1ccc(N2CC(C(=O)OCC(=O)Nc3cccc(C)c3C)CC2=O)cc1 (stereo unspecified) | 20 | -4 | 2 | 4 | -3.3 | 9 | 0 | -8 | 1.1 | -2
6 | CCOc1ccc(NS(=O)(=O)c2c(C)nc3sccn3c2=O)cc1 | 2 | -1 | 0 | -1 | -0.4 | 7 | 0 | 0 | -1.3 | /
7 | Cc1ccc(NC(=O)CCS(=O)(=O)c2ccc3c(c2)NC(=O)C(C)S3)cc1Cl (stereo unspecified) | -8 | -2 | 0 | -2 | 1.5 | -20 | 6 | 5 | 2.7 | 1
8 | O=C(NCCc1c[nH]c2ccccc12)c1ccc2[nH]c(=O)c(=O)[nH]c2c1 | 6 | 1 | -17 | 5 | -1.3 | -3 | -1 | 1 | -0.8 | -2
9 | Cc1ccccc1Nc1nc(N)nc(CN2CCN(c3ccccn3)CC2)n1 | 13 | -7 | 0 | 5 | -2.2 | -2 | 1 | 1 | -0.8 | -3
10 | O=C(NCCO)c1ccc(CSc2nc3ccccc3[nH]2)cc1 | 4 | -5 | 2 | 0 | -0.9 | -12 | -3 | 7 | -0.9 | -2
11 | O=C1c2ccccc2C(=O)c2c(Nc3ccc(CCO)cc3)ccc(O)c21 | -38 | -4 | 3 | 1 | 8.4 | -21 | 2 | 6 | -0.3 | -3
12 | CCOC(=O)CC1(NC(=O)C2CCC(=O)N(CCc3ccccc3)C2)CCCCC1 (stereo unspecified) | 15 | 0 | -3 | 3 | -2.9 | 8 | -1 | 2 | -0.2 | -2
13 | CC(=O)c1ccc(OCCCC(=O)NCC(c2ccco2)N(C)C)cc1 (stereo unspecified) | 14 | -2 | -4 | -1 | -2.8 | -11 | 1 | 4 | -0.7 | -2
14 | CCOCC(=O)Nc1c(C(=O)Nc2ccc3c(c2)OCO3)oc2ccccc12 | 1 | -2 | -2 | 1 | -0.2 | -9 | 0 | 2 | -0.5 | /
15 | CC1=C(C(=O)OCc2ccccc2)C(c2ccc([N+](=O)[O-])cc2)NC(=O)N1CCCCCC(=O)O (stereo unspecified) | 19 | 0 | 14 | -2 | -4.1 | -9 | -3 | -2 | 2.8 | -11
16 | O=C1c2ccccc2S(=O)(=O)c2cc(C(=O)N3CCN(C(=O)c4ccccc4)CC3)ccc21 | -2 | -2 | -11 | 0 | 0.3 | -13 | -1 | 5 | -1.1 | -2
17 | O=C(NCc1ccccc1)C1=C[C@@H](c2ccc3c(c2)OCO3)C[C@@H](OCc2ccc(CO)cc2)O1 | 17 | -5 | -1 | -4 | -3.0 | -22 | -2 | 8 | 8.4 | -3
18 | COc1ccc(S(=O)(=O)N2CCOCC2)cc1NC(=O)c1c(-c2ccccc2)noc1C | 10 | -4 | -2 | 0 | -1.6 | -7 | 3 | 4 | -0.4 | -3
19 | COc1cc(CCC(=O)Nc2ccc(Cl)c(C(F)(F)F)c2)cc(OC)c1OC | -33 | -4 | 1 | 1 | 6.2 | 23 | -3 | 2 | 2.0 | -7
20 | CCCOc1ccc(N2C(=O)CC(N3CCN(CCN=CC4C(=O)CC(C)(C)CC4=O)CC3)C2=O)cc1 (stereo unspecified) | 9 | 3 | 7 | -2 | -1.5 | 3 | -1 | -1 | 0.8 | 3

Additional results
cpd | smiles | OPRM1-OPRD1 inv | Keap1-Nrf2 PPI | RTF Ca sens inh | cardiac RTF act | OPRM1-OPRD1 ag | HTR5A inv ag | V-ATPase pHluor | HTR5A ag ctr | LANA DNA inh | CAL PDZ FP
21 | Cc1cc(=O)oc2cc(OCC(=O)Nc3ccc(S(=O)(=O)N(C)C)cc3)ccc12 | 0 | -2 | 1 | 12 | -0.1 | -10 | 6 | 3 | 0.0 | 6
22 | COc1ccc(CN(C)C(=O)c2cccc(NC(=O)CC3SC(N4CCCCC4)=NC3=O)c2)c(OC)c1 (stereo unspecified) | -25 | 0 | -6 | -5 | 4.8 | -29 | 4 | 11* | 0.2 | /
23 | CCc1cc(=O)oc2c(C)c(OS(C)(=O)=O)ccc12 | 10 | 0 | 2 | 5 | -1.9 | 3 | 1 | -1 | -1.0 | -1
24 | Cc1ccc(S(=O)(=O)N2CCC(C)CC2)cc1 | 16 | -1 | 0 | -1 | -3.5 | 1 | -1 | 0 | -0.6 | -2
25 | CCOc1cc(-c2c(C#N)c(N)nc3c2CCCC3)ccc1O | 16 | 3 | -3 | -2 | -3.8 | 12 | 1 | 6 | 0.0 | 5
26 | CCOC(=O)c1cc2c(C)n(-c3ccc(N(C)C)cc3)c(C)c2cc(C(=O)OCC)c1=O | -2 | -4 | -5 | -3 | 0.4 | -1 | -1 | 0 | 0.4 | -6
27 | CC(C)c1ccc(NC2CCCN(C(=O)CCN3CCCO3)C2)cc1 (stereo unspecified) | -2 | -5 | -3 | 2 | 0.5 | -1 | 0 | 0 | -1.5 | /
28 | O=C(O)C1CCN(C(=O)NC2CCCCC2)CC1 | 2 | -2 | -3 | 6 | -0.4 | -1 | 1 | 0 | 1.5 | -1
29 | CCN(CC)C(=O)Oc1c(Cl)cc(Cl)c2cccnc12 | 2 | 0 | -8 | 2 | -0.5 | 8 | 0 | -3 | 1.0 | -2
30 | Cc1nnc(NC(=O)CSC2=NN3CCCC(=O)N=C3S2)s1 | 11 | 5 | 4 | 0 | -2.1 | -11 | 2 | 5 | -0.1 | -2
31 | Nc1ccc2c(c1)Oc1ccccc1C=C2 | 10 | -3 | -9 | -2 | -2.0 | -31 | 0 | -2 | 0.3 | -2
32 | Nc1ccccc1-c1nnc2n1CCCCC2 | 6 | -4 | 7 | -3 | -0.8 | -12 | -4 | 3 | 1.3 | -1
33 | CCCCn1c(N)c(N(CC(C)C)C(=O)c2cc(-c3ccncc3)nc3ccccc23)c(=O)[nH]c1=O | 5 | -10 | 2 | -3 | -0.8 | 7 | 6 | -3 | 0.6 | -2
34 | CC(OC(=O)c1ccncc1)C(=O)Nc1cccc([N+](=O)[O-])c1 (stereo unspecified) | -4 | -4 | -4 | -3 | 0.9 | -16 | 0 | 5 | -0.3 | -3
35 | CCCCC1CN2CCc3c([nH]c4ccccc34)C2(C)C1 (stereo unspecified) | -20 | 2 | -4 | -1 | 4.0 | 5 | 2 | -1 | 3.5 | -2
36 | CCCCCc1n[nH]c2c1CCCC2 | 9 | -5 | 2 | -1 | -1.8 | 12 | -2 | -1 | 1.0 | /
37 | Cc1ccccc1C(=O)Nc1ccnn1C1CCN(C(C)Cc2ccccc2F)CC1 (stereo unspecified) | 8 | -1 | -5 | 5 | -1.6 | 5 | 1 | -1 | 4.9 | 0
38 | Cc1ccc(C(=O)NCCCc2ccccc2)s1 | 16 | -5 | 4 | -4 | -3.0 | -7 | 1 | -2 | -2.6 | -5
39 | Nc1nonc1-n1nnc(C(=O)N/N=C/c2ccccc2Cl)c1COc1ccc(F)cc1 | -3 | 0 | 3 | -8 | 0.6 | -4 | -4 | 2 | 1.0 | -6
40 | COCCn1c(-c2ccc(OC)cc2)cnc1SCC(=O)Nc1cccc2ccccc12 | 12 | -1 | -2 | 2 | -2.8 | -23 | 3 | 8 | -1.1 | -9

Full records from above. Screens in order: OPRM1-OPRD1 inv	Keap1-Nrf2 PPI	RTF Ca sens inh	cardiac RTF act	OPRM1-OPRD1 ag	HTR5A inv ag	V-ATPase pHluor	HTR5A ag ctr	LANA DNA inh	CAL PDZ FP
Entry for `O=C(O)C1CCN(C(=O)NC2CCCCC2)CC1` : 2	-2	-3	6	-0.4	-1	1	0	1.5	-1
Entry for `Nc1nonc1-n1nnc(C(=O)N/N=C/c2ccccc2Cl)c1COc1ccc(F)cc1` : -3	0	3	-8	0.6	-4	-4	2	1.0	-6

Following part
cpd | smiles | OPRM1-OPRD1 inv | Keap1-Nrf2 PPI | RTF Ca sens inh | cardiac RTF act | OPRM1-OPRD1 ag | HTR5A inv ag | V-ATPase pHluor | HTR5A ag ctr | LANA DNA inh | CAL PDZ FP
41 | CCOc1cc(N2CCOCC2)c(OCC)cc1NC(=O)c1cc(S(=O)(=O)N2CCOCC2)ccc1C | 0 | 4 | -9 | 2 | -0.1 | -16 | 0 | 4 | -2.3 | -2
42 | NC(=O)CC(NC(=O)Cc1ccc(Br)cc1)c1ccc(NC2CCCCCC2)c([N+](=O)[O-])c1 (stereo unspecified) | 10 | 0 | 5 | -4 | -1.7 | 3 | -1 | -3 | -0.7 | -2
43 | COc1nc(NS(=O)(=O)c2ccc(C)cc2)nc(C)c1Cl | 13 | -2 | -7 | -4 | -2.5 | -38 | 1 | 2 | -0.6 | -3
44 | COc1ccc(C2CC(c3ccccc3)=NN2C(=S)Nc2ccccc2)cc1 (stereo unspecified) | 10 | 0 | -1 | -5 | -2.2 | 12 | 3 | 5 | -1.7 | 4
45 | O=C(CSC(=S)N1CCCC1)Nc1cc2c(cc1Br)OCCO2 | 4 | -3 | -7 | -2 | -1.1 | -3 | -1 | 5 | -1.4 | -1
46 | Cc1ccc2nc(N(CCCN(C)C)C(=O)c3cc(-c4cccs4)nc4ccccc34)sc2c1 | 13 | -2 | -2 | -2 | -2.3 | -27 | -2 | 10 | 0.7 | -2

Arranged by the number under OPRM1-OPRD1 ag (descending): some entries from above
item	molecule	OPRM1-OPRD1 inv	Keap1-Nrf2 PPI	cardiac RTF act	OPRM1-OPRD1 ag	V-ATPase pHluor	LANA DNA inh	CAL PDZ FP
41	CCOc1cc(N2CCOCC2)c(OCC)cc1NC(=O)c1cc(S(=O)(=O)N2CCOCC2)ccc1C	0	4	2	-0.1	0	-2.3	-2
45	O=C(CSC(=S)N1CCCC1)Nc1cc2c(cc1Br)OCCO2	4	-3	-2	-1.1	-1	-1.4	-1
44	COc1ccc(C2CC(c3ccccc3)=NN2C(=S)Nc2ccccc2)cc1 (stereo unspecified)	10	0	-5	-2.2	3	-1.7	4
43	COc1nc(NS(=O)(=O)c2ccc(C)cc2)nc(C)c1Cl	13	-2	-4	-2.5	1	-0.6	-3

Results in sequence from the list:
Compounds 41–46 in V-ATPase pHluor read 0, -1, 1, 3, -1, -2
Compounds 41–46 in HTR5A ag ctr read 4, -3, 2, 5, 5, 10
Compounds 41–46 in RTF Ca sens inh read -9, 5, -7, -1, -7, -2

Taken from above.
cpd 42 in LANA DNA inh reads -0.7
cpd 44 in OPRM1-OPRD1 inv reads 10
cpd 46 in RTF Ca sens inh reads -2
cpd 45 in HTR5A ag ctr reads 5

Screening results as filed in PubChem BioAssay.
